From PubChem BioAssay
NadD inh – blocks S. aureus nicotinate mononucleotide adenylyltransferase; purified NadD enzyme, colorimetric absorbance read-out; inhibition, % at 20 µM; 360,000 tested, 0.78% active; AID 602399; in the data active = inhibition above about 26%; note: some compounds past the cut are filed as inactive
MT1-MMP act inh – blocks activation of human MT1-MMP; P50281; HT1080 RFP-PRO-GFP cells, GFP/RFP ratio fluorescence, overnight; percent of plate control window, DMSO zero; GFP/RFP ratio change, % at 20 µM; 360,000 tested, 0.061% active; AID 651647;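 active = GFP/RFP ratio change of at least 30% with cell ATP level not reduced by more than half and red fluorescence within 50% of control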; note: strong numbers were not always called active
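Test system: HT1080 RFP-PRO-GFP cells; Benchmarks: DMSO and RFP-L50D-GFP cell wells; Timing: cells overnight before dosing, compound overnight, 37 °C, 5% CO2; Compound: one 20 µM compound dose with 1% DMSO; Read-out: GFP/RFP fluorescence ratio.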
Scp1 inh – blocks human Scp-1 phosphatase activity | Recombinant Scp1, phosphopeptide, malachite green phosphate absorbance | inhibition, % at 20 µM | 340,000 tested, 0.88% active | AID 493091;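 active = inhibition above about 50% at 20 µM, limit read from the data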;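 note: plate controls were DMSO wells with enzyme for no effect and wells lacking enzyme for full effect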
Target sequence (Q9GZU7 76-261 limits assumed): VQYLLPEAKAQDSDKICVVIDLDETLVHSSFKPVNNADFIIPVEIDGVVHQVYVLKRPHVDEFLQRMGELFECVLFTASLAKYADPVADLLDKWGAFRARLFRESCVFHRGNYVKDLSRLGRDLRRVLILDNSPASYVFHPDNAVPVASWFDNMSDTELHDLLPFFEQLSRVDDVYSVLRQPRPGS
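Incubation: 45 min enzyme reaction at room temperature / System: truncated SCP-1 phosphatase (76-261aa) / Reagent: Phospho 17-mer peptide substrate / Buffer or medium: Acidic Tris acetate buffer with magnesium and detergent / Signal: absorbance at 630 nm / Doses: one concentration, 20 µM, with 1.0% DMSO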
CendR NRP1 mod – NRP-1/CendR interaction modulation. O14786. FAM-RPARPAR peptide binding to NRP-1, fluorescence polarization. inhibition, % at 25 µM. 360,000 tested, 0.85% active;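 active = inhibition or corrected inhibition above about 18%, plus a signal ratio from 0.5 to 1.5, limit read from the data, passing the limit was not always enough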; note: strong numbers were not always called active
STEP block – blocks human striatal-enriched tyrosine phosphatase. recombinant STEP, OMFP fluorogenic substrate, fluorescence. inhibition, % at 20 µM. 360,000 tested, 0.25% active;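 active = inhibition at 20 µM, scaled per plate between control wells, above about 37%, limit read from the data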;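 note: 0% = DMSO with enzyme and substrate and 100% = substrate only without enzyme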
Target sequence (P54829 whole entry, looked up): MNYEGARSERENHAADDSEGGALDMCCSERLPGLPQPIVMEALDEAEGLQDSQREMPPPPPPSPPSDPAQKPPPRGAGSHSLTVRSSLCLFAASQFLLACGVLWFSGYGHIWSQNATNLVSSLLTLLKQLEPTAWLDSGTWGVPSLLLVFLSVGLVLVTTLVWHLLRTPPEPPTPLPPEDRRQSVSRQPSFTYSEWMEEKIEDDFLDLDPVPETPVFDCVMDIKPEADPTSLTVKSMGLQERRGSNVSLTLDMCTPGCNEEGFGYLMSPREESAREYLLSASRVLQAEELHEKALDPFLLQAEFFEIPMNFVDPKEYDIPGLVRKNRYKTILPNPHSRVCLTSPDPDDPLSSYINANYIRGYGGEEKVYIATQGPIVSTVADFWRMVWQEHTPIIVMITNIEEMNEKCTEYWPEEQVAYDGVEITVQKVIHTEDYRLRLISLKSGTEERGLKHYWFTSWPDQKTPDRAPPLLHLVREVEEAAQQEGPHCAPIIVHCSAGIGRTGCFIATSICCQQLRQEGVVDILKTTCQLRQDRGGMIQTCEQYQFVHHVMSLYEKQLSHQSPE
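Measure: Control-normalized % inhibition with plate pattern correction | Test system: STEP phosphatase, cell-free reaction | Medium: pH 6.0 Bis-Tris with DTT and Tween 20 | Technique: Fluorescence, 480/540 nm | Times: Reaction 20 min, ambient temperature | Doses: Single compound dose of 20 µM, 1% DMSO final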
DNMT1 block – inhibitors of human DNMT1; P26358; DNMT1 molecular beacon, Hinp1I cleavage, fluorescence; inhibition (reported as % activation of signal), % at 10 µM; 360,000 tested, 0.83% active; in the data active = inhibition above about 50%
LMPTP inh – blocks human LMPTP phosphatase. AID 651560. 360,000 tested, 0.22% active. recombinant LMPTP-A, OMFP fluorogenic substrate, fluorescence intensity. inhibition, % at 20 µM. P24666;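 active = compounds that cut the enzyme signal by at least half of the control window in the single-dose screen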;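 note: plate controls were DMSO wells with enzyme plus substrate for no effect and substrate without enzyme for full effect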
Target sequence (P24666 whole entry, looked up): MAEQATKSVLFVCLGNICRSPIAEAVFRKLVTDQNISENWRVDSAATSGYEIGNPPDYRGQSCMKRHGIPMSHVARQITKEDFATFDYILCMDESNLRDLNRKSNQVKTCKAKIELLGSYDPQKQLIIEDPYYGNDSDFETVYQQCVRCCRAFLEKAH
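Test system – LMPTP-A phosphatase enzyme · Quantity – 0.625 nM LMPTP-A final · Reagent – OMFP substrate, 400 µM final · Dosing – one test concentration per compound, 20 µM, with 3% DMSO overall · Timing – 50 min enzyme reaction at room temperature, protected from light · Detection – fluorescence intensity · Controls – substrate-only low control, DMSO enzyme-plus-substrate high control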
Rpn11 inh – inhibitors of human proteasome Rpn11. O00487. human 26S proteasome, Ub4-pepOG fluorescence polarization; 20S core pre-blocked with epoxomicin. calls only at 20 µM. 360,000 tested, 0.59% active. AID 588493;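 active = inhibition at 20 µM, scaled to each plate's controls, above about 33%, limit read from the data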
SUMO1-SIM PPI – modulators of human SUMO1-mediated protein-protein interactions; P63165; SUMO1 binding to a labelled peptide, TR-FRET, 1 h; inhibition, % at 20 µM; 360,000 tested, 0.33% active; in the data active = inhibition above about 37%
Target sequence (P63165 whole entry, looked up): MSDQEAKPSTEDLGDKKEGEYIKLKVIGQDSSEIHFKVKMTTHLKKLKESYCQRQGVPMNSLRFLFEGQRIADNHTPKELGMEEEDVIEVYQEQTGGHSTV
SKN-1 block – inhibitors of C. elegans SKN-1; C. elegans VP596 Pgst-4::GFP/RFP ratio, acrylamide-induced, 24 h; 360,000 tested, 0.49% active; inhibition, % at 21.8 µM;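 active = interference check ratio from 0.5 to 1.5 plus GFP to RFP signal ratio inhibition reaching or exceeding a fixed threshold, cut at about 30% in these data, passing the limit was not always enough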; note: some compounds called inactive have numbers as strong as hits
Numbers without * were called inactive; i = inactive; · = no result given.

item	canonical_smiles	CendR NRP1 mod	STEP block	Rpn11 inh	SKN-1 block	LMPTP inh	Scp1 inh	DNMT1 block	NadD inh	SUMO1-SIM PPI	MT1-MMP act inh
1	CCN(CC)CCNC(=O)c1ccc(NC(=O)c2cc(S(=O)(=O)N3CCCCC3)ccc2C)cc1	2.8	-1.1	i	-17.4	2.1	1.2	0.9	-9.5	3.5	6.6
2	CN(C)CCNC(=O)c1sc2nc(-c3ccccc3)cc(C(F)(F)F)c2c1N	-43.6	3.1	i	20.0	-4.4	-5.0	-2.3	-3.8	-32.9	-31.7
3	O=C(CS(=O)(=O)c1ccccc1)Nc1ccc(N2CCOCC2)cc1	-1.8	-0.3	i	1.1	-0.2	-6.0	2.7	-2.3	-2.7	5.1
4	CC(=O)c1ccc(NC(=O)Nc2cccc3ccccc23)cc1	-4.3	1.4	i	11.3	0.9	-1.8	-0.2	-1.5	-0.2	1.2
5	Cc1cccc(COC(=O)CCCNC(=O)c2ccc(Cl)cc2)c1	12.8	-1.6	i	-8.7	-0.3	-7.5	-1.8	-13.7	2.7	-0.5
6	C[N+]1(C2CCC3CCCC2C3O)CCCC1 (stereo not given)	-4.4	-3.4	i	4.0	-1.1	92.8*	3.0	13.1	2.0	-2.7
7	O=C(CSc1nnc(-c2ccncc2)n1C1CCCCC1)Nc1cccc(O)c1	-6.6	0.2	i	-14.0	-0.7	-3.7	-11.7	-1.2	-3.6	-5.3
8	O=C(COC(=O)C1Cc2ccccc2CN1C(=O)c1ccccc1)Nc1ccc(SC(F)F)cc1 (stereo not given)	0.0	-1.3	i	8.4	3.1	34.5	7.9	-10.0	1.8	-2.8
9	COc1ccc(CNc2ncc(-c3ccccc3)n2C)c2ccccc12	4.6	0.0	i	9.4	1.6	1.3	2.9	-6.1	-0.6	-2.3
10	O=S1(=O)CCN(C2CCCCCCC2)CC1	-7.7	2.8	i	12.0	-1.9	·	5.8	-2.5	5.3	2.2
11	CC(=O)Nc1ccc(NC(=O)COc2ccc(S(=O)(=O)N3CCCC3)cc2)cc1	2.0	-1.0	i	-9.4	1.4	-4.7	-0.1	-5.8	-1.8	3.1
12	COC(=O)c1ccc(C(=O)OC)c(NC(=O)CSc2n[nH]c(N)n2)c1	9.5	1.0	i	4.9	-0.4	-3.8	2.9	-1.5	4.5	2.0
13	O=C(COC(=O)C1CCN(S(=O)(=O)c2cccs2)CC1)Nc1ccc(F)c(F)c1F	1.7	-0.7	i	16.8	0.5	-4.9	-1.8	-5.6	1.9	-0.1
14	COc1ccc(/C=C2/S/C(=N/N=C3\CC4CCC3(C)C4(C)C)NC2=O)cc1 (stereo not given)	-4.1	-1.1	i	3.5	0.9	0.3	0.8	8.4	-3.5	8.0
15	Cc1ccc2c(C)c(C(=O)N(C)C(C)c3ccncn3)oc2c1C (stereo not given)	-6.5	-2.7	i	8.2	0.8	1.0	-1.1	1.2	1.2	-1.8
16	Cc1noc(C)c1C(=O)N(CC(=O)Nc1ccc(Cl)c(C(F)(F)F)c1)Cc1ccco1	7.9	-0.1	i	8.0	1.9	-1.4	16.0	-9.0	-1.4	2.1
17	CCc1ccc(OCC(=O)NC(=S)Nc2ccc(S(=O)(=O)NC3CCCCC3)cc2)cc1	-2.5	-3.3	i	12.4	1.7	-14.5	-5.7	-4.1	-0.7	-1.2
18	CC(=O)Nc1ccc(Br)c2ccccc12	1.0	-1.7	i	1.6	-1.3	-3.7	-1.0	6.4	-7.3	1.0
19	Cc1cc2ncn(/N=C/c3ccc4c(c3)OCO4)c2cc1C	4.0	2.9	i	5.2	2.5	-0.3	-2.3	-9.9	-5.5	1.5
20	CCOC(=O)c1c(NC(=O)c2c(C(=O)O)cccc2[N+](=O)[O-])sc2c1CCCC2	-1.7	5.7	i	-5.8	0.5	-12.3	-0.5	3.0	-4.0	0.6
21	CN(C)/C=C(/C(=O)c1ccc(Cl)cc1)n1cncn1	2.0	-2.3	i	1.8	-0.3	-4.5	-1.2	7.1	-2.0	-2.9
22	CC(=O)Oc1ccc(-c2cccc(C(=O)O)c2)cc1	3.8	0.9	i	13.9	-0.5	-10.5	9.9	2.6	-1.3	6.0
23	COC(=O)Cc1cc(=O)[nH]c(/N=C(\N)Nc2ccccc2)n1	19.6	-0.8	i	-2.1	1.2	-6.5	-0.4	-3.7	-1.8	4.4
24	O=C(COC(=O)c1ccc2[nH]c3c(c2c1)CCCC3)Nc1ccc(Cl)cc1Cl	9.9	0.7	i	7.3	2.2	-6.9	-4.0	10.0	8.1	3.6
25	O=C1CCN(Cc2ccccc2)CCN1CCSc1ccccc1	5.7	-1.1	i	-10.0	-0.6	-5.8	5.5	1.6	4.5	-4.7
26	CCc1cccc(C)c1NC(=O)COC(=O)Cc1ccsc1	5.6	-2.5	i	6.5	-1.6	4.9	-0.8	1.3	2.2	9.1
27	CCCCCCCCN1C(=O)[C@H](CC(=O)NCC2CCCCC2)C[C@@]2(C(=O)OC)CCCCC=C12	8.7	·	·	-10.4	4.1	·	·	14.1	4.9	-7.4
28	COc1ccc(-c2ccc(C(=O)NCC3CCOCC3)c3occc23)c(C)c1	-14.3	3.0	i	5.2	0.1	·	-0.7	-3.4	-1.2	4.5
29	CN(Cc1cccs1)C(=O)Cn1cnc2ccccc2c1=O	-8.2	-0.2	i	0.3	-0.1	-6.0	0.9	-4.9	0.4	-2.6
30	CCC(Sc1ccc2nnc(-c3cccnc3)n2n1)C(=O)O (stereo not given)	-2.5	-0.5	i	1.3	-0.9	-0.2	3.8	-6.1	8.5	0.5

2 of the compounds above, in transposed form:
2) CN(C)CCNC(=O)c1sc2nc(-c3ccccc3)cc(C(F)(F)F)c2c1N
3) O=C(CS(=O)(=O)c1ccccc1)Nc1ccc(N2CCOCC2)cc1

compound no.	2	3
CendR NRP1 mod	-43.6	-1.8
STEP block	3.1	-0.3
Rpn11 inh	i	i
SKN-1 block	20.0	1.1
LMPTP inh	-4.4	-0.2
Scp1 inh	-5.0	-6.0
DNMT1 block	-2.3	2.7
NadD inh	-3.8	-2.3
SUMO1-SIM PPI	-32.9	-2.7
MT1-MMP act inh	-31.7	5.1

Three of these compounds, reformatted.
11. CC(=O)Nc1ccc(NC(=O)COc2ccc(S(=O)(=O)N3CCCC3)cc2)cc1
12. COC(=O)c1ccc(C(=O)OC)c(NC(=O)CSc2n[nH]c(N)n2)c1
13. O=C(COC(=O)C1CCN(S(=O)(=O)c2cccs2)CC1)Nc1ccc(F)c(F)c1F
assay / entry	11	12	13
CendR NRP1 mod	2.0	9.5	1.7
STEP block	-1.0	1.0	-0.7
Rpn11 inh	i	i	i
SKN-1 block	-9.4	4.9	16.8
LMPTP inh	1.4	-0.4	0.5
Scp1 inh	-4.7	-3.8	-4.9
DNMT1 block	-0.1	2.9	-1.8
NadD inh	-5.8	-1.5	-5.6
SUMO1-SIM PPI	-1.8	4.5	1.9
MT1-MMP act inh	3.1	2.0	-0.1

Next structures
item	canonical_smiles	CendR NRP1 mod	STEP block	Rpn11 inh	SKN-1 block	LMPTP inh	Scp1 inh	DNMT1 block	NadD inh	SUMO1-SIM PPI	MT1-MMP act inh
31	COc1ccc(NS(=O)(=O)c2ccc3c(c2)OCCO3)cc1OC	19.3	-2.5	i	-3.2	0.8	-6.4	0.4	-4.1	5.0	4.3
32	CCN1CCc2nc(NC(=O)c3ccc(S(=O)(=O)N(C)C)cc3)sc2C1	-47.1	-2.1	i	3.2	-1.2	-6.1	-1.1	-5.5	-6.2	-4.6
33	CCCCC(=O)Nc1cccc(-c2nnc(-c3ccccc3)o2)c1	1.2	-2.4	i	1.0	-0.6	-6.4	14.2	-3.0	-2.0	13.1
34	CC(C)N1CCc2c(sc(NC(=O)CCS(=O)(=O)c3ccccc3)c2C#N)C1	-7.8	-2.6	i	-7.4	-0.3	0.9	-0.6	0.9	0.7	-8.3
35	CCOc1ccc(NC(=O)CN(C)C(=O)CC2OC(=O)c3ccccc32)cc1OCC (stereo not given)	7.3	4.9	i	12.7	0.2	-6.2	-0.3	2.5	3.2	-2.4
36	CC(C)CCNC(=O)COc1ccc2c3c(c(=O)oc2c1)CCC3	-8.8	2.5	i	16.2	0.6	-0.3	8.5	2.2	-0.7	-1.8
37	O=C(NCCOc1ccc(Cl)cc1)c1ccc2ccccc2n1	4.6	0.3	i	39.4*	3.0	-2.9	-7.1	-3.1	-3.5	-2.5
38	CC(NC(=O)C(Cc1ccccc1)NC(=O)c1ccccc1)C(=O)O (stereo not given)	2.8	0.5	i	4.2	-1.6	-4.7	1.7	1.1	-0.1	-1.4
39	O=C(c1ccccc1)N1CCN(S(=O)(=O)N2CCCCC2)CC1	9.8	-1.3	i	-11.1	-1.6	-2.0	1.3	-0.4	-5.0	1.8
40	CCOC(=O)N1CCC(Nc2c([N+](=O)[O-])cc(C(=O)O)cc2[N+](=O)[O-])CC1	-5.8	0.7	i	9.7	-0.7	-13.1	2.5	-6.8	-34.5	-0.4
41	CCCNc1c(NS(=O)(=O)c2cccc(C#N)c2)c(=O)oc2ccccc12	8.7	1.9	i	2.5	-0.4	-3.8	-0.1	-0.1	5.2	-0.4
42	Nn1c(SCC(=O)Nc2ccccc2Br)nnc1-c1ccco1	14.9	-2.0	i	-0.8	-0.4	-11.2	-0.7	0.8	2.2	-0.9
43	CCOC(=O)c1c(C)[nH]c(C)c1S(=O)(=O)N(C)CC(=O)NCc1ccc(F)cc1	-1.6	-3.5	i	24.3	-0.6	-8.0	1.4	0.2	0.8	3.3
44	CCOC(=O)[C@@H]1[C@H]2COc3ccccc3[C@H]2N2C(=O)N(c3ccc(OC)cc3)C(=O)[C@]12C	11.3	3.8	i	-3.3	0.3	-7.7	1.1	-8.7	-1.0	-2.2
45	Cc1ccc(-c2nc(CS(=O)CC(=O)NCc3ccccc3)c(C)o2)cc1 (stereo not given)	-9.1	-1.1	i	-6.5	0.1	6.0	2.7	-0.8	1.5	5.8
46	COc1c(O)ccc2cnn(-c3ccccc3C)c(=O)c12	10.7	-0.1	i	0.5	0.3	-1.1	-0.5	0.9	-4.4	-1.3
47	CC(=O)n1cc([C@@H]2C=C(C(=O)N3CCN(Cc4ccccc4)CC3)O[C@H](OCc3ccc(CO)cc3)C2)c2ccccc21	-16.8	-1.7	i	10.0	3.0	6.0	-13.0	4.9	-6.2	-3.1
48	Cc1cc(C)c(C(O)c2ncc(-c3cccc4ccccc34)[nH]2)c(C)c1 (stereo not given)	-17.1	-1.9	i	6.4	-1.6	·	0.6	8.7	-5.6	-3.1
49	COc1ccc(NC(=O)C2(C)CCN2C(=O)CC2CCCC2)cc1OC (stereo not given)	1.4	13.3	i	-3.7	-1.4	·	0.6	-2.7	1.0	0.4
50	CC1CCN(C(=O)CCNC(=O)c2ccccc2)CC1	8.6	-4.5	i	5.3	1.8	4.4	1.7	-5.5	3.4	1.1
51	CC12CC3CC(C)(C1)CC(C(=O)NCc1ccco1)(C3)C2	-14.3	2.1	i	5.6	-0.4	3.1	2.8	-1.3	0.0	-2.0
